# PGK inhibitor = T. brucei PGK inhibition | Potency, µM (doses to about 57.5 µM), without a hit: top-dose activity change, negative = inhibition, usual class: inhibitors | PGK/GAPDH coupled, Kinase-Glo luminescence, 60 min | 380,000 tested, 0.043% active | P07378; further: potency means the concentration at half of the fitted maximal effect; on the % scale 0 is the no-effect control and ±100 the full control effect; nearly all actives have a fitted effect of over 60% in size
# Target sequence (P07378 whole entry, looked up): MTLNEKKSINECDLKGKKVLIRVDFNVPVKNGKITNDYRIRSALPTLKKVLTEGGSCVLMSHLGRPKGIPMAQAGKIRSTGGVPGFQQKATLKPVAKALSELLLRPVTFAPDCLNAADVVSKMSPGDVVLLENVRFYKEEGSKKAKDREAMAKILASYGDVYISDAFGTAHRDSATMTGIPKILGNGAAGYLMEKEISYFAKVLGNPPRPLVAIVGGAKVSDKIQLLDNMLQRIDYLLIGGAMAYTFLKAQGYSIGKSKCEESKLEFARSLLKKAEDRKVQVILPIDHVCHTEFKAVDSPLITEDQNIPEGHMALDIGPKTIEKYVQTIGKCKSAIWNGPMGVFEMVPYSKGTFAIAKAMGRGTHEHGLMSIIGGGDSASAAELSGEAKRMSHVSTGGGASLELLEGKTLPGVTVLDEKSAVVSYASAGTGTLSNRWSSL
#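 Luminescent ATP detection (Kinase-Glo Plus) follows a 60-minute room-temperature incubation, with wells lacking PGK as controls. Buffer: 100 mM TEA (pH 7.6), 5 mM MgCl2, 0.01% Tween-20. Coupling enzyme GAPDH (100 nM final) supplies unstable 1,3-BPG in-well.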
# G9a inh = blocks human histone lysine methyltransferase G9a | G9a H3K9 monomethylation, AlphaScreen, 2 h | 350,000 tested, 8.8% active | Potency, µM (highest dose often 102 µM), inactives show at the top dose activity, negative = inhibition, usual class: inhibitors | Q96KQ7; further: potency means the concentration at half of the fitted maximal effect; on the % scale 0 is the no-effect control and ±100 the full control effect; nearly all actives have a fitted effect of over 75% in size
#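 Readings reflect AlphaScreen signal from monomethyl-H3K9 antibody detection. HMT at 20 nM; substrate b-H3K9 500 nM; cofactor SAM 20 uM; 2 h RT reaction; compounds tested as titrations in qHTS with 15 min preincubation.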
# GLS inh = inhibitors of human glutaminase (GLS). O94925. GLS enzymatic activity, qHTS titration. Potency, µM (top dose mostly 45.5 µM), inactives show top-dose activity change, negative = inhibition, most hits filed as inhibitors. 410,000 tested, 0.21% active. AID 624170; further: potency means the concentration at half of the fitted maximal effect; on the % scale 0 is the no-effect control and ±100 the full control effect
#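 Compounds were pin-transferred onto hKGA, after which L-glutamine (1 mM solution) and a detection mix of glutamate oxidase, HRP and Amplex Red were added. Initial and 30 min RT fluorescence reads were collected.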
# BAZ2B inh = inhibitors of human BAZ2B bromodomain | Q9UIF8 | AlphaScreen BAZ2B-H3K14Ac peptide displacement | Potency, µM (titrated, usually from 114 µM), for inactives: top-dose activity change, negative = inhibition, actives largely listed as inhibitors | 360,000 tested, 4.4% active | AID 504333; further: potency means the concentration at half of the fitted maximal effect; on the % scale 0 is the no-effect control and ±100 the full control effect; nearly all actives have a fitted effect of over 60% in size
#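 BAZ2B 50 nM plus b-H3(5-23)K14Ac 50 nM, PBS pH 7.4/0.01% Tween-20, 30 min RT; compound added (max 110 uM), 30 min RT; streptavidin donor/Ni-chelate acceptor beads 10 ug/mL final, 20 min dark; AlphaScreen read.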
# JMJD2A Tudor = inhibitors of human JMJD2A Tudor domain; AlphaScreen JMJD2A-Tudor / H3K4me3 peptide binding; Potency, µM (top dose mostly 114 µM), without a hit: top-dose activity change, negative = inhibition, actives largely listed as inhibitors; 390,000 tested, 4.4% active; AID 504339; further: potency means the concentration at half of the fitted maximal effect; on the % scale 0 is the no-effect control and ±100 the full control effect; nearly all actives have a fitted effect of over 50% in size
# HP1b chromo inh = inhibitors of HP1-beta chromodomain binding to methylated histone tails; P83916; AlphaScreen HP1-beta / biotin-H3K9me3 peptide binding; Potency, µM (titrated, usually from 114 µM), for the others: at the highest dose activity change, negative = inhibition, hits mostly inhibitors; 390,000 tested, 0.56% active; further: potency means the concentration at half of the fitted maximal effect; nearly all actives have a fitted effect of over 70% in size; inactives centre near 23
# Target sequence (P83916 whole entry, looked up): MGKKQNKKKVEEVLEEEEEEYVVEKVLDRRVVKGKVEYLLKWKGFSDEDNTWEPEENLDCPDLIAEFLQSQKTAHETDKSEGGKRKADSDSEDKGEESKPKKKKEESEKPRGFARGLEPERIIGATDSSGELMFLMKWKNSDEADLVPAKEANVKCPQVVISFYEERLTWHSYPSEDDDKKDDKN
#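 AlphaScreen: HP1-beta (50 nM) preformed 30 min with biotin-H3(1-18)K9me3 peptide (50 nM) in PBS pH 7.4, 0.01% Tween-20. Compound added for 30 min at RT, then streptavidin donor/nickel chelate acceptor beads (10 ug/mL) for 30 min.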
# Pol eta inh = DNA polymerase eta (human) inhibition; Q9Y253; recombinant Pol eta, fluorescent DNA replication assay; Potency, µM (series often up to 114 µM), without a hit: at the top dose activity change, negative = inhibition, hits mostly inhibitors; 390,000 tested, 1.2% active; further: potency means the concentration at half of the fitted maximal effect; on the % scale 0 is the no-effect control and ±100 the full control effect
#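 Fluorescent replication assay: 50 nM final substrate added after a 15 min room-temperature compound preincubation with 10 nM enzyme. Signal taken at 0 min and again at 10 min.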
# Pin1 inhibitor = blocks the human prolyl isomerase Pin1 | Pin1 FP peptide displacement, HiFluor488, 10 min | 390,000 tested, 0.009% active | Potency, µM (highest dose often 115 µM), for inactives: at the top dose activity, negative = inhibition, hits mostly inhibitors | Q13526; active means well fitted inhibition curve with a large enough effect in the polarisation, with a control signal flat, not every such curve was filed as active; inconclusive means small, poorly fitted or top-dose-only effect, or effect the other way, or a change in a side signal; inactive means no such curve, though single readings can be large or run the other way; the % refers to the polarisation; further: potency means the concentration at half of the fitted maximal effect; on the % scale 0 is the no-effect control and ±100 the full control effect
# PI4K2A inh = inhibitors of human PI4K2A; activity change, negative = inhibition, % at 76.9 µM; 420,000 tested, 0.13% active; purified PI4K2A, ADP-Glo luminescence, 1 h; active compounds read low; AID 1346378; in the data active means activity change below about -50%; inconclusive means mostly about -30% to -49%;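 further: -100% = wells without enzyme as full effect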
# Target sequence (Q9BTU6 whole entry, looked up): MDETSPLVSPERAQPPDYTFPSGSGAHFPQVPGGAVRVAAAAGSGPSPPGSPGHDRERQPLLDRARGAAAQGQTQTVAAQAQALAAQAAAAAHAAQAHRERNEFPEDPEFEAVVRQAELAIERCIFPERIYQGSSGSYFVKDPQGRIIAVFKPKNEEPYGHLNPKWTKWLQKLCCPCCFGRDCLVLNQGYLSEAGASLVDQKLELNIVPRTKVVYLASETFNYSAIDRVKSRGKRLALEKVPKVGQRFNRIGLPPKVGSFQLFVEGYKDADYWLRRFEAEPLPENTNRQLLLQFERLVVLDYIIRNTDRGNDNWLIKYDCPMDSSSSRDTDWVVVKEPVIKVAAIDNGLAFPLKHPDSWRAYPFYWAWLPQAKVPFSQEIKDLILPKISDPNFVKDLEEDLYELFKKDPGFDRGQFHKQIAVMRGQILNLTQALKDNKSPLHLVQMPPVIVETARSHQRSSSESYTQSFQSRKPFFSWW
#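 ADP-Glo luminescence measured ADP generated by PI4K2A enzyme (4 ug/mL before mixing) with 1.2 mM PI substrate (pre-mix) and 300 microM ATP (pre-mix). Tris pH7.5 buffer with MgCl2, Triton X-100; 1 h reaction at ambient temperature.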
# Numbers without * were called inactive; i = inactive; u = inconclusive; x = no result given; & = joins results of further samples; ! = a repeat was not active; [ ] = dose if it differs, or a comment. Unless noted, the call rests on the fitted dose curve; in most records, active means well fitted curve in the direction sought with a large enough effect; inconclusive means small, poorly fitted or top-dose-only effect, or another doubt; inactive means no such curve, though single readings can be large; an effect the other way counts as inactive or inconclusive.
SMILES,PGK inhibitor,G9a inh,GLS inh,BAZ2B inh,JMJD2A Tudor,HP1b chromo inh,Pol eta inh,Pin1 inhibitor,PI4K2A inh
CCN1CCCC1Cn1cnc2c([nH]c3ccc(C)cc32)c1=O (stereo not drawn),-5%,-27%,-2%,-2%,-13%,7%,-5%,-3%,1
Oc1c(C(c2ccccc2F)N2CCC3(CC2)OCCO3)sc2nc(-c3ccco3)nn12 (stereo not drawn),-1%,-3%[59 µM],8%,0%,-5%,36%,5%,-7%,10
Fc1ccc(NC(=S)Nc2ccccc2N2CCOCC2)cc1Cl,i,u,2%,-23%,-10%,12%,-15%,-1%,-5
O=C1CC(c2ccccc2F)c2cc3c(cc2N1)CCC3 (stereo not drawn),x,14%[12.7 µM],1%,2%,-10%,2%,3%,5%,2
CCCc1cc(=O)oc2cc(OCC(=O)N3C[C@H]4C[C@@H](C3)c3cccc(=O)n3C4)c(Cl)cc12,4%,17%[12.7 µM],4%,3%,-13%,28%,-14%,-5%,-3
CCOC(=O)C1CCN(C(=O)C(C)Sc2ccc(Cl)cc2)CC1 (stereo not drawn),1%,-12%[59 µM],7%,7%,-7%,46%,9%,1%,2
COc1ccc(-c2noc(CCC(=O)N3CCN(c4ccc(Cl)cc4)CC3)n2)cc1,-5%,x,-7%,x,-13%,41%[activator],-14%,-7%,2
CCOc1ccccc1NC(=O)C1=C(C)Nc2ncnn2C1c1ccccn1 (stereo not drawn),-8%,3%[59 µM],1%,-11%,-12%,14%[57 µM],-15%,-10%,-1
CCC(Sc1nc2n[nH]c(C)c2c(=N)n1-c1cccc(Cl)c1C)C(=O)N(CC)CC (stereo not drawn),i,-7%[59 µM],1%,-1%,-4%,23%,-4%,15%,-3
O=C(Cn1c(=O)oc2cc(S(=O)(=O)N3CCCC3)ccc21)N1CCCC1,i,u,1%,-13%,-12%,43%[activator],-8%,4%,-2
CCN1CCC[C@H]1CNC(=O)c1c(O)c(Cl)cc(Cl)c1OC,-1%,8.9µM*!,38%&74%[activator],-24%,u,37%,-4%[57.1 µM],-9%,2&-4&0
Cc1ccc(N(Cc2ccccc2)C(=O)Cc2ccc(S(=O)(=O)N3CCOCC3)s2)cc1,i,2%,1%,4%,-31%,24%,-14%,31%[activator],1

# In a second layout: eleven of the compounds above.
Compound | PGK inhibitor | G9a inh | GLS inh | BAZ2B inh | JMJD2A Tudor | HP1b chromo inh | Pol eta inh | Pin1 inhibitor | PI4K2A inh
Oc1c(C(c2ccccc2F)N2CCC3(CC2)OCCO3)sc2nc(-c3ccco3)nn12 (stereo not drawn) | -1% | -3%[59 µM] | 8% | 0% | -5% | 36% | 5% | -7% | 10
Fc1ccc(NC(=S)Nc2ccccc2N2CCOCC2)cc1Cl | i | u | 2% | -23% | -10% | 12% | -15% | -1% | -5
O=C1CC(c2ccccc2F)c2cc3c(cc2N1)CCC3 (stereo not drawn) | x | 14%[12.7 µM] | 1% | 2% | -10% | 2% | 3% | 5% | 2
CCCc1cc(=O)oc2cc(OCC(=O)N3C[C@H]4C[C@@H](C3)c3cccc(=O)n3C4)c(Cl)cc12 | 4% | 17%[12.7 µM] | 4% | 3% | -13% | 28% | -14% | -5% | -3
CCOC(=O)C1CCN(C(=O)C(C)Sc2ccc(Cl)cc2)CC1 (stereo not drawn) | 1% | -12%[59 µM] | 7% | 7% | -7% | 46% | 9% | 1% | 2
COc1ccc(-c2noc(CCC(=O)N3CCN(c4ccc(Cl)cc4)CC3)n2)cc1 | -5% | x | -7% | x | -13% | 41%[activator] | -14% | -7% | 2
CCOc1ccccc1NC(=O)C1=C(C)Nc2ncnn2C1c1ccccn1 (stereo not drawn) | -8% | 3%[59 µM] | 1% | -11% | -12% | 14%[57 µM] | -15% | -10% | -1
CCC(Sc1nc2n[nH]c(C)c2c(=N)n1-c1cccc(Cl)c1C)C(=O)N(CC)CC (stereo not drawn) | i | -7%[59 µM] | 1% | -1% | -4% | 23% | -4% | 15% | -3
O=C(Cn1c(=O)oc2cc(S(=O)(=O)N3CCCC3)ccc21)N1CCCC1 | i | u | 1% | -13% | -12% | 43%[activator] | -8% | 4% | -2
CCN1CCC[C@H]1CNC(=O)c1c(O)c(Cl)cc(Cl)c1OC | -1% | 8.9µM*! | 38%&74%[activator] | -24% | u | 37% | -4%[57.1 µM] | -9% | 2&-4&0
Cc1ccc(N(Cc2ccccc2)C(=O)Cc2ccc(S(=O)(=O)N3CCOCC3)s2)cc1 | i | 2% | 1% | 4% | -31% | 24% | -14% | 31%[activator] | 1

# The listing continues.
SMILES,PGK inhibitor,G9a inh,GLS inh,BAZ2B inh,JMJD2A Tudor,HP1b chromo inh,Pol eta inh,Pin1 inhibitor,PI4K2A inh
CCOC(=O)c1c(NC(=O)c2nn(C)cc2[N+](=O)[O-])sc(C)c1C,-9%,-11%,1%,-6%,-29%,30%,-21%,-8%,-3
COc1ccc(NC(=O)Nc2cccc3c2O[C@H](CN(C)C(=O)NC2CCCCC2)[C@@H](C)CN([C@H](C)CO)C3=O)cc1,-7%,x,11%,x,-8%,26%,-9%,0%,-1
CCc1ccc(N/C(=N/c2nc(C)cc(C)n2)NC(C)=O)cc1,-7%,14%,-2%,2%,-2%,28%,6%,-4%,4
COc1ccccc1-n1nc(C(=O)Nc2ccc3c(c2)OCO3)c2ccccc2c1=O,-1%,-38%[12.7 µM],7%,-22%,-7%,14%,-9%,4%,2
O=C(COC(=O)C1=COCCO1)Nc1ccccc1Oc1ccccc1,-7%,u,0%,-3%,-3%,23%,2%,-4%,-3
O=C(O)CCC(=O)Nc1ccc2c(c1)Cc1cc(NC(=O)CCC(=O)O)ccc1-2,x,39%[0.501 µM],2%,u,89µM*,3%,25µM*,-3%,-2
COc1ccc(CNC(=O)c2ccc3c(c2)CCN3S(=O)(=O)c2ccc(Cl)cc2)cc1,i,4%[59 µM],2%,-2%,-12%,53%[activator],-29%,28%,1
Cc1ccc(-n2c(=O)c3ccc(C(=O)NCc4ccco4)cc3n(Cc3cccc(Cl)c3)c2=O)cc1,-1%,12%[59 µM],1%,x,-9%,37%[activator],-19%,1%,4
COc1ccccc1-c1n[nH]nc1C1=CC(=O)C[C@H](c2ccc(F)cc2)C1,-2%,x,7%,x,x,x,-3%,x,3
CCOc1cccc(C=Nc2cc(C)cc(C)c2O)c1O,-3%,u,u,u,18µM*,-22%,-7%,9%,-6
CCn1c(=O)c(C(=O)NCc2ccc(OC)cc2)c(O)c2ccccc21,i,13%[12.7 µM],2%,3%,15%,46%,-11%,-4%,8
Cc1cc(-n2c(SCc3ccccc3F)nc3[nH]ncc3c2=O)ccc1Cl,i,-31%[59 µM],-9%,-18%,u,19%,-19%,15%,-7
O=C(COC(=O)c1ccccc1NCCO)NCc1cccs1,0%,45µM*,0%,-1%,u,-16%,-10%,-8%,3
COC(=O)CCC(=O)OC1(C)C(=O)C2=CN(CCCOC(C)C)C(c3ccc(OC)cc3)=CC2=C(Br)C1=O (stereo not drawn),-1%,19%[12.7 µM],-15%,u,u,-3%,u,u,-10
O=c1c2cnn(-c3ccc(Cl)cc3)c2ncn1Cc1ccc(Cl)cc1Cl,0%,8%[59 µM],-2%,-1%,-2%,20%,-8%,2%,-2
O=C(COc1ncnc2cc([N+](=O)[O-])ccc12)NCCc1ccc(Cl)cc1,i,-3%,4%,-18%,-3%,34%,-17%,1%,-3
CC(CCc1ccccc1)NC(=O)c1ccco1 (stereo not drawn),-1%,2%[59 µM],-1%,-1%,-2%,42%,8%,-1%,11
COC(=O)c1scc(C)c1NC(=O)Nc1ccccc1,-2%,26%[59 µM],-11%,1%,-3%,18%,-9%,-1%,-4
O=C(CCc1nc(-c2ccccc2)c(-c2ccccc2)o1)OCc1ccc(Br)cc1,-3%,50%[activator],-3%,23%,15%,56%,-8%,5%,3
CCCSCCCNC(=O)C1CCCN(C(=O)c2cnn(-c3ccccc3)c2-n2cccc2)C1 (stereo not drawn),-3%,8%[59 µM],-14%,-35%,-31%,-4%,-16%,-3%,4
CCCCOc1ccc(C(C)NC(=O)CCS(=O)(=O)Cc2ccccc2F)cc1 (stereo not drawn),4%,34%[59 µM],-2%,-5%,-2%,34%[activator],-11%,-1%,-3
COc1ccc(C(=O)Nc2nnc(S(=O)(=O)N3CCN(c4ccc(C)cc4)CC3)s2)cc1,-1%,-7%[59 µM],4%,-15%,0%,20%,7%,-5%,3
CC(C)C1Nc2ccc(S(N)(=O)=O)cc2C2C=CCC21 (stereo not drawn),-2%,1.4µM*,12%,u,u,-8%,10%,u,-3
CCCCCC(=O)N1C[C@@H](O)[C@H](n2cc(C3CC3)nn2)C[C@@H]1c1ccc(C)cc1,-5%,x,2%,x,x,x,-10%,x,-2
CCOC(=O)c1c(C)[nH]c(C(=O)OCC(=O)c2ccc3c(c2)NC(=O)CO3)c1C,-4%,11%[0.501 µM],-1%,-2%,-20%,17%,-2%,15%,1
N#Cc1cccc(NC(=O)c2cncn2-c2ccccc2)c1,-4%,5%,-3%,1%,-24%,-22%,-13%,-1%,6
O=C(Nn1c(=O)[nH]c2ccccc2c1=O)c1ccco1,-3%,7%,-4%,6%,3%,27%,4%,0%,-1
COCC1CCN(C(=O)CCc2nnc(C3(c4ccc(Cl)cc4)CCC3)o2)C1 (stereo not drawn),-6%,11%,3%,-11%,2%,29%,-19%,1%,0
CCOC(=O)C1=C(C)c2ccccc2OC1(C)C(=O)OCC (stereo not drawn),5%,23%,-1%,x,30%,77%[activator],-16%,u,-3

# Only part of the results is shown; rates above refer to the full screens.
